ELG1 genotoxic: qHTS screen for small molecules that induce genotoxicity in human embryonic kidney (HEK293T) cells expressing luciferase-tagged ELG1. Potency, µM (top dose mostly 46 µM), for the others: at the highest dose activity change, positive = activation, most hits filed as activators. 330,000 tested, 1.3% active. HEK293T ELG1-luciferase reporter, luminescence, 16 h; note: % of control where 0% means no effect; nearly all actives have a fitted effect of over 60% in size
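HEK293T cells expressing luciferase-tagged ELG1 were exposed to compound or DMSO vehicle for 16 hr at 37 °C and 5% CO2. Luciferase activity was then measured with ONE-Glo after 30 min at room temperature.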
uPA surface inh: qHTS for Inhibitors of Cell Surface uPA Generation | cell surface uPA generation assay, qHTS | Potency, µM (titrated, usually from 38.3 µM), for inactives: at the highest dose activity change, negative = inhibition, hits mostly inhibitors | 330,000 tested, 0.31% active; active = well fitted inhibition curve with a large enough effect; inconclusive = small, poorly fitted or top-dose-only effect; inactive = no such curve, though single readings can be large or run the other way; tested in mouse RAW 264.7 cells; note: % is set by controls: 0 for no effect and ±100 for the full control effect; nearly all actives have a fitted effect of over 55% in size
FLuc counter: qHTS profiling assay for firefly luciferase inhibitor/activator using purifed enzyme and Km concentrations of substrates (counterscreen for miR-21 project); purified FLuc, Km substrates, luminescence inhibition; Potency, µM (doses to about 57.5 µM), for the others: at the top dose activity change, negative = inhibition, actives largely listed as inhibitors; 360,000 tested, 6.9% active; Luciferin 4-monooxygenase (Photinus pyralis), P08659;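 note: plate controls were vehicle for no effect and reference inhibitor for full effect; nearly all actives have a fitted effect of over 55% in size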
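Purified P. pyralis luciferase (10nM final) with 10uM D-luciferin and 10uM ATP (Km levels) in 50mM Tris acetate pH 7.5, 10mM Mg acetate, 0.01% Tween-20, 0.05% BSA; qHTS 6-point titration, ~60 µM downward; luminescence read.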
p53 reactivation: qHTS assay for re-activators of p53 using a Luc reporter. H1299 p53-A138V BP100-luciferase reporter, luminescence, 24 h. 320,000 tested, 0.063% active. Potency, µM (series often up to 92.2 µM), inactives show top-dose activity change, positive = activation, hits mostly activators. AID 504706, 2011; note: % of control where 0% means no effect; nearly all actives have a fitted effect of over 45% in size
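H1299 (p53-null), stable ts p53-A138V + BP100-Luc; 1000 cells/well, Opti-MEM/10% FBS; cpd 4 pt, 1:5; 24 h, 37 deg C, 5% CO2; detection reagent 10 min RT; luminescence.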
NPC1 prom act: qHTS Assay for NPC1 Promoter Activators; AID 485313, 2010; 320,000 tested, 2.4% active; Huh7 NPC1 promoter luciferase reporter, 24 h; Potency, µM (highest dose often 9.22 µM), inactives show top-dose activation, usual class: activators;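 note: % of control where 0% means no effect; nearly all actives have a fitted effect of over 60% in size; reporter is driven by a mutant NPC1 promoter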
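Huh7 reporter cells (NPC1 promoter driving luciferase) are dosed with compound for 24 h at 37 °C, 5% CO2; luciferase detection reagent is then added and luminescence measured after 10 min at ambient temperature.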
MBNL1-CUG inh: qHTS Assay for Inhibitors of MBNL1-poly(CUG) RNA binding; Muscleblind-like protein 1 (Homo sapiens), Q9NR56; TR-FRET MBNL1-His/biotin-(CUG)12 binding, 665/545 ratio; Potency, µM (highest dose often 57.5 µM), without a hit: at the highest dose activity change, negative = inhibition, hits mostly inhibitors; 280,000 tested, 0.036% active; active = well fitted inhibition curve with a large enough effect in the signal ratio, with a control signal flat, not every such curve was filed as active; inconclusive = small, poorly fitted or top-dose-only effect, or effect the other way, or a change in a side signal; inactive = no such curve, though single readings can be large or run the other way; the % refers to the signal ratio; note: % is set by controls: 0 for no effect and ±100 for the full control effect
Target sequence (Q9NR56 whole entry, looked up): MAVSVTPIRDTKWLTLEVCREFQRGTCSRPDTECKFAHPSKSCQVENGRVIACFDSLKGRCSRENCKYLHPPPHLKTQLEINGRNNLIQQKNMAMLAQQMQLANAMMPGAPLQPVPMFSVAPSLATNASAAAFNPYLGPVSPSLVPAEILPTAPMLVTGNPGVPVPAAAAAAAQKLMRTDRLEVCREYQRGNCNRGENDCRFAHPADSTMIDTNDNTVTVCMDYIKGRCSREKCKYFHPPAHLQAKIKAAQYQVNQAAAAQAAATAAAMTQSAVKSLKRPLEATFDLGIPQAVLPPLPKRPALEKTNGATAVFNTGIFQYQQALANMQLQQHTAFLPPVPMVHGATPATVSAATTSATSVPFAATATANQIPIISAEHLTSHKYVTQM
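Ratiometric TR-FRET (665 over 545 nm, excitation 340 nm) tracks disruption of MBNL1-His/biotin-(CUG)12 complex after 60 min at room temperature, with compounds at 92 nM to 58 uM final.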
BRCA1 expr up: qHTS Assay to Identify Small Molecule Activators of BRCA1 Expression; MCF7-BRCA1-FFLuc reporter, luminescence, 48 h; response scale: scaled: vehicle 0%, 10 µM genistein 100%; Potency, µM (doses to about 46.1 µM), for inactives: top-dose activation, usual class: activators; 380,000 tested, 1.1% active; note: nearly all actives have a fitted effect of over 80% in size; some results filed as inactive show a strong effect at the top dose
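Compounds are tested at multiple concentrations on MCF7 BRCA1-luciferase reporter cells seeded at 2000 per well; after 48 h, a single luminescence end-point is taken and curves fitted to the normalized data.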
VP16 counter: VP16 counterscreen qHTS for inhibitors of ROR gamma transcriptional activity. Drosophila S2 Gal4-VP16 UAS-luciferase, luminescence, 20 h. Potency, µM (titrated, usually from 53.6 µM), without a hit: at the highest dose activity, negative = inhibition, most hits filed as inhibitors. 310,000 tested, 3.5% active. AID 2546, 2010;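 note: Gal4-VP16 expression switched on by copper sulfate through the metallothionein promoter; % is set by controls: 0 for no effect and ±100 for the full control effect; nearly all actives have a fitted effect of over 50% in size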
RORgamma inh: qHTS for inhibitors of ROR gamma transcriptional activity | Drosophila S2 Gal4-RORgamma UAS-luciferase reporter, 20 h | AID 2551, 2010 | 310,000 tested, 5.4% active | Potency, µM (doses to about 53.6 µM), for the others: at the top dose activity change, negative = inhibition, hits mostly inhibitors | Nuclear receptor ROR-gamma (Mus musculus), P51450; note: % is set by controls: 0 for no effect and ±100 for the full control effect; nearly all actives have a fitted effect of over 60% in size
Target sequence (P51450 whole entry, looked up, the tested form may be a part): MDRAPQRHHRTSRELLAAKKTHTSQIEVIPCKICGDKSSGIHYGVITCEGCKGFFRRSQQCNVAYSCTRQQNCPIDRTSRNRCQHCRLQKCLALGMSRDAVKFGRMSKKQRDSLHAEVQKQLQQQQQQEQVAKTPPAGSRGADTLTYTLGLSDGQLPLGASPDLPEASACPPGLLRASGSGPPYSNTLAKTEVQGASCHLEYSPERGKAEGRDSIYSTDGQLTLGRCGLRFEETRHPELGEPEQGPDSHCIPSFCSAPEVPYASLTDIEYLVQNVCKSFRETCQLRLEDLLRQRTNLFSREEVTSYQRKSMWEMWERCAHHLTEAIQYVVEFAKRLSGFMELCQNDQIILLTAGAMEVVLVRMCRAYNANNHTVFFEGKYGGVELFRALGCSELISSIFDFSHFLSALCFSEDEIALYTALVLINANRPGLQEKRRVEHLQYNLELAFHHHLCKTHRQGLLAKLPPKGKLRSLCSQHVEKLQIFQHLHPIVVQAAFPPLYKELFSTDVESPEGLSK
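Stable Schneider cell line, Gal4 DNA-binding domain fused to ROR gamma, UAS-luciferase. Cmpd 1 hr RT → CuSO4 700 uM final → 20 hr RT → luciferase reagent 10 min → luminescence.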
Rab9 prom act: qHTS Assay for Rab9 Promoter Activators; Huh7 Rab9 promoter-luciferase reporter, luminescence, 24 h; 320,000 tested, 2.8% active; Potency, µM (top dose mostly 9.22 µM), for the others: at the top dose activation, negative = inhibition, actives largely listed as activators; note: % of control where 0% means no effect; nearly all actives have a fitted effect of over 60% in size
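Cells were plated at 1500 per well in reduced-serum medium with 10% FBS and left 2 h. Compound in DMSO was then added for 24 h at 37 °C. Reporter signal was read by luminescence after 10 min with luciferase detection reagent.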
Starred values were filed as active, the others as inactive; ? = inconclusive; / = no result given; & = joins results of further samples; [ ] = remark or other dose. Unless noted, calls come from the whole dose curve; as a rule, active = well fitted curve in the direction sought with a large enough effect; inconclusive = small, poorly fitted or top-dose-only effect, or another doubt; inactive = no such curve, though single readings can be large; an effect the other way counts as inactive or inconclusive. Potency is the fitted concentration of half-maximal effect. These rows are one share of the data. The share of hits here may be higher or lower than overall.

cpd	compound	ELG1 genotoxic	uPA surface inh	FLuc counter	p53 reactivation	NPC1 prom act	MBNL1-CUG inh	BRCA1 expr up	VP16 counter	RORgamma inh	Rab9 prom act
1	CCc1ccc(N2C(=O)NC(=O)/C(=C\C=C\c3ccco3)C2=O)cc1	-12%	8.9µM*	-12%	-15%	-5%	-4%	-52%	-5%	22%	-7%
2	Cc1ccc2nsnc2c1NS(=O)(=O)c1c(C)ccc2nsnc12	0%	2%	3%	6%	2%	?	10%	7%	-30%	-6%
3	CCCC(C)C1(CC)C(=O)NC(=O)N=C1N (centres undefined)	2%	8%	2%	-1%	1%	/	-11%	4%	-7%[10 µM]	0%
4	N#CC(C#N)=Cc1ccc(N2CCCC2)cc1	-14%	-5%	-3%	1%	-5%	?	2%	-2%	?	-1%
5	CCCCC/C=C\C/C=C\C/C=C\C/C=C\CCCC(=O)Nc1ccc(O)cc1	/	/	2%	/	-25%	-9%	/	-15%&-29%	-14%&-6%	-13%
6	CC(C)Cc1nnc(NC(=O)CCC(=O)N2CCC3(CC2)OCCO3)s1	2%	1%	-3%	1%	-2%	-9%	-4%	13%	7%	-1%
7	Cc1ccc2ccccc2c1NC(=O)CNC1CCCCC1	-3%	-1%	1%	-3%	-2%	-10%	-1%	6%	-2%	-4%
8	Cc1nc2ccc(P(=O)(O)O)cc2s1	4%	/	-8%	2%	-2%	-4%	/	-10%	-10%	0%
9	Cc1ccsc1CNCCc1ccc(F)cc1	-7%	-21%	1%	-9%	0%	-4%	3%	3%	5%	4%
10	O=C(Cc1ccccc1[N+](=O)[O-])N1CCN(Cc2ccc3c(c2)OCO3)CC1	-16%	0%	8%	3%	1%	15%	-14%	-9%	?	-1%

From no. 1 as far as 7, copied from above:
cpd	compound	ELG1 genotoxic	uPA surface inh	FLuc counter	p53 reactivation	NPC1 prom act	MBNL1-CUG inh	BRCA1 expr up	VP16 counter	RORgamma inh	Rab9 prom act
1	CCc1ccc(N2C(=O)NC(=O)/C(=C\C=C\c3ccco3)C2=O)cc1	-12%	8.9µM*	-12%	-15%	-5%	-4%	-52%	-5%	22%	-7%
2	Cc1ccc2nsnc2c1NS(=O)(=O)c1c(C)ccc2nsnc12	0%	2%	3%	6%	2%	?	10%	7%	-30%	-6%
3	CCCC(C)C1(CC)C(=O)NC(=O)N=C1N (centres undefined)	2%	8%	2%	-1%	1%	/	-11%	4%	-7%[10 µM]	0%
4	N#CC(C#N)=Cc1ccc(N2CCCC2)cc1	-14%	-5%	-3%	1%	-5%	?	2%	-2%	?	-1%
5	CCCCC/C=C\C/C=C\C/C=C\C/C=C\CCCC(=O)Nc1ccc(O)cc1	/	/	2%	/	-25%	-9%	/	-15%&-29%	-14%&-6%	-13%
6	CC(C)Cc1nnc(NC(=O)CCC(=O)N2CCC3(CC2)OCCO3)s1	2%	1%	-3%	1%	-2%	-9%	-4%	13%	7%	-1%
7	Cc1ccc2ccccc2c1NC(=O)CNC1CCCCC1	-3%	-1%	1%	-3%	-2%	-10%	-1%	6%	-2%	-4%

Following part.
cpd	compound	ELG1 genotoxic	uPA surface inh	FLuc counter	p53 reactivation	NPC1 prom act	MBNL1-CUG inh	BRCA1 expr up	VP16 counter	RORgamma inh	Rab9 prom act
11	O=C(Cc1cc(=O)[nH]c(=O)[nH]1)N1CCN(CCO)CC1	3%	9%	1%	-2%	-2%	-3%	7%	-4%	-13%	-2%
12	CC1CCC(C(=O)NC(C(=O)N2CCC3(CC2)OCCO3)C(C)C)CC1 (centres undefined)	4%	-3%	5%	-15%	-1%	-14%	9%	-10%	0%	-1%
13	CCN(C(C)=O)c1cccc(-c2ccnc3c(C#N)cnn23)c1	/	/	2%	/	0%	30%	/	0%&-9%	7%[10 µM]	-7%
14	COc1cccc(-n2c(/C=C/c3ccccn3)nc3ccccc3c2=O)c1	-16%	3%	-1%	/	-2%	-1%	-17%	-9%	?	3%
15	CN1CCN(c2ccc([N+](=O)[O-])c(Sc3ccccn3)c2)CC1	-1%	-4%	-2%	-1%	1%	/	-7%	1%	14%	-2%
16	CC(C(=O)c1cn(C)c2ccccc12)c1ccccc1 (centres undefined)	16%	-12%	7%	6%	-1%	4%	2%	-1%	9%	-2%
17	Clc1ccccc1CN1CCN(c2ccccc2)CC1	0%	18%	2%	5%	-1%	-6%	13%	1%	-13%	-2%
18	CCOc1ccc(-n2c(=O)c3c4c(sc3n(CC(=O)NCc3ccco3)c2=O)CCC4)cc1	?	-1%	1%	12%	-1%	7%	-24%	-2%	-22%	?
19	O=C(NCCN1CCCCC1)c1ccc(Cl)nc1Cl	4%	-7%	0%	1%	-3%	-12%	-1%	0%	-10%	10%
20	O=C(CCN1CCOCC1)Nc1ccc(Br)cc1C(=O)c1ccccc1	0%	-23%	8%	/	-5%	?	-38%	-3%	-6%	-1%

New compounds follow
cpd	compound	ELG1 genotoxic	uPA surface inh	FLuc counter	p53 reactivation	NPC1 prom act	MBNL1-CUG inh	BRCA1 expr up	VP16 counter	RORgamma inh	Rab9 prom act
21	CC[N+](CC)(CC#CCO)CC#Cc1ccccc1	5%	0%	0%	0%	-2%	-10%	-14%	-5%	26%	6%
22	O=C(NC(=S)N1C[C@H]2C[C@H](C1)c1cccc(=O)n1C2)c1ccc(Cl)cc1	1%	-6%	1%	1%	-5%	-5%	0%	?	4.5µM*	6%
23	COc1ccc(C(CNC(=O)Cc2ccc(Cl)c(Cl)c2)N(C)C)cc1 (centres undefined)	0%	/	-5%	14%	-2%	-10%	0%	-1%	1%	6%
24	Cc1cc(OC(C)C(=O)N[C@H](C(=O)O)c2ccccc2)c2c3c(c(=O)oc2c1)CCC3 (some centres undefined)	0%	5%	-1%	7%	-3%	-3%	-6%	0%	7%	-6%
25	CCCCOc1nc2ccccc2c(=O)n1-c1ccccc1	-4%	-3%	-2%	-10%	0%	-13%	-12%	-14%	?	-11%
26	COc1ccc(CCn2c(O)c(C=Nc3ccc(F)cc3)c(=O)[nH]c2=O)cc1OC	-5%	19%	-1%	-3%	-2%	-10%	-1%	?	-14%	2%
27	O=C1CCCC2C3CCCN4CCCC(CN12)C34 (centres undefined)	0%	3%	0%	3%	0%	-1%	1%	-1%	-7%	3%
28	CCOc1ccc(Oc2nc(NCC(C)C)nc(N(C)C)n2)nn1	?	-7%	5%	1%	-1%	-10%	-10%	-18%	0%	-2%
29	Cc1ccc(N2CCN(CCc3ccccc3)CC2)cc1	2%	/	5%	24%	3%	-8%	5%	-7%	6%	-10%
30	COC(=O)C1=C(c2cccc(C#N)c2)C[C@@H]2CC[C@H]1N2C(=O)N1CCc2cc(OC)c(OC)cc2C1	0%	28%	2%	-11%	-2%	/	-15%	/	/	-12%

Next section
cpd	compound	ELG1 genotoxic	uPA surface inh	FLuc counter	p53 reactivation	NPC1 prom act	MBNL1-CUG inh	BRCA1 expr up	VP16 counter	RORgamma inh	Rab9 prom act
31	NC(=O)N1c2ccccc2CC(=O)c2ccccc21	-1%	20%	9%&-1%	20%	1%&-1%	-1%&24%	22%	3%&-5%&-6%	3%&7%&3%	-8%&-1%
32	N/C(=N\N=C/c1ccc(-c2ccc(O)c(C(=O)O)c2)o1)N[N+](=O)[O-]	1%	/	27µM*	3%	-4%	?	-11%	-15%	3%	6%
33	COc1cc(N)c(Cl)cc1C(=O)NC1CN2CCC1CC2 (centres undefined)	/	/	0%	/	-1%	0%	/	-7%	-1%	-3%
34	O=C(CNC(=O)OCc1ccccc1)Nc1ccc(Br)cc1C(=O)c1ccccc1	-8%	1%	2%	2%	-1%	9%	/	0%	29%	0%
35	COc1ccc(-c2ccoc2)cc1[C@H]1[C@H]2C=CC[C@@H](C)[C@@H]2C(=O)N1Cc1ccccc1	-2%	?	-1%	-3%	-8%	-2%	-27%	-8%	44%	-15%
36	Cc1c(N=Cc2c(O)n(CCc3ccccc3)c(=O)[nH]c2=O)c(=O)n(-c2ccccc2)n1C	0%	14%	-2%	-2%	-5%	3%	-7%	/	40%[0.365 µM]	-1%
37	O=C(c1c[nH]c(C(=O)C(Cl)(Cl)Cl)c1)c1ccccc1Cl	/	3%	3%	/	/	0%	0%	?	-29%	/
38	O=c1[nH]c(=O)n(-c2ccccc2F)c(O)c1/C=C1\C=Nc2ccccc21	14%	13%	17µM*	-2%	-1%	0%	-28%	-7%	-28%	-9%

Bioassay records from PubChem.
